Compound activity from PubChem.
WT yeast gro inh: growth inhibition of WT strain, primary screen, mitochondrial fusion inhibitor project, WT and mutant strains, chemical genetic; mitochondrial fusion phenotypic screen; inhibition, % at 10 µM; 190,000 tested, 2.1% active; in the data active = inhibition above about 58%; tested in S. cerevisiae
Yfh1-depleted yeast: enhancers of respiration in Yfh1-depleted yeast, dose response, Friedreich's ataxia, plus single-dose screen (AID 1465); fold induction at 50 µM; hits with a dose series show EC50 in µM; 220,000 tested, 0.074% active; S. cerevisiae Yfh1-off respiration, WST-1 reduction, 72 h; higher fold induction means a stronger effect;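 active = fold induction of absorbance versus untreated yeast above a set limit, then at least 30% activation at any dose in follow-up; inconclusive = repeats straddling the limit, or above it without dose testing; inactive = fold induction below the set limit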;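 note: activators that raise dye reduction in frataxin-depleted yeast; strong numbers were not always called active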
RSV CPE inhibition: RSV antiviral activity via CPE protection, HEp-2 cells, primary 10 µM value included (AID 2391) | CPE inhibition, % at 10 µM, or IC50 in µM where a hit was titrated | 310,000 tested, 0.13% active | HEp-2 cells, RSV-induced CPE inhibition; higher % means a stronger effect; in the data active = a potency from the dose series; inconclusive = CPE inhibition mostly from about 23% at the one dose, without a potency; inactive = the rest, 99 in 100 with CPE inhibition below about 21%; note: strong numbers were not always called active
K1F lysis inhibition: inhibition of K1F phage lysis, E. coli UTI89, bacterial capsule biogenesis inhibitors, alamar blue (AID 488966) | inhibition, % at 100 µM, or IC50 in µM where a hit was titrated | 340,000 tested, 0.02% active | E. coli UTI89 K1F phage lysis, alamar blue, 2 h; higher % means a stronger effect;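 active = phage lysis inhibition, versus mean bacterial control, above a set limit; inconclusive = no clear call, values can overlap the other calls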;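 note: capsule biogenesis inhibitors block K1F phage lysis so surviving cells raise fluorescence; higher fluorescence means more inhibition of phage lysis; actives were called in the ten point dose series up to 300 µM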
SV40 large T antigen: SV40 large T antigen inhibitors, biochemical (AID 1903) | SV40 large T antigen ATPase/helicase inhibition assay; higher % means a stronger effect | 310,000 tested, 0.39% active | inhibition, % at 20 µM, or IC50 in µM where a hit was titrated; in the data active = a potency from the dose series; inconclusive = inhibition mostly from about 32% at the one dose, without a potency; inactive = the rest, 99 in 100 with inhibition below about 32%; note: strong numbers were not always called active
NS5 inhibitors: Dengue-2 NS5 methyltransferase inhibitors, primary screen, biochemical, confirmation dose response (AID 588689) | Dengue-2 NS5 methyltransferase capping enzyme assay, biochemical; higher % means a stronger effect | one-dose inhibition, % at 25 µM; IC50 in µM for titrated hits | 340,000 tested, 0.3% active; in the data active = a potency from the dose series; inconclusive = inhibition above about 29% without an active follow-up result
West Nile antiviral: West Nile virus antiviral activity, cell-based, CPE readout (AID 1621). CPE inhibition, % at 10 µM; hits with a dose series show IC50 in µM. West Nile virus-infected cells, CPE inhibition; higher % means a stronger effect. 290,000 tested, 0.02% active; in the data active = a potency from the dose series; inconclusive = CPE inhibition mostly from about 3.7% at the one dose, without a potency; inactive = the rest, 99 in 100 with CPE inhibition below about 2.2%; note: strong numbers were not always called active
ER stress rescue: rescue of cells from ER stress-induced death, primary screen, 384-well, CSM14.1, thapsigargin, ATP luminescence (AID 1222). CSM14.1 thapsigargin-induced death rescue, ATP luminescence; higher % means a stronger effect. 190,000 tested, under 10 active. cellular ATP content (survival), % at 20 µM, or EC50 in µM where a hit was titrated;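 active = EC50 below 50 µM in the dose-response confirmation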;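 note: death triggered by thapsigargin at about 15 µM added after 2 h compound pretreatment; cell ATP read after overnight thapsigargin exposure of roughly 18 to 22 hours; normalized against plate controls of thapsigargin alone and 5% DMSO vehicle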
XIAP antagonists: XIAP antagonists, biochemical, IAP family, fluorescence polarization (AID 1018); E3 ubiquitin-protein ligase XIAP (Homo sapiens); XIAP BIR domain, fluorescence polarization peptide displacement; higher % means a stronger effect; displacement, % at 20 µM, or IC50 in µM where a hit was titrated; 200,000 tested, 0.007% active; in the data active = displacement above about 50%; note: a part of the inactive calls stands beside numbers as strong as those of hits
WT yeast gro inh mutant strain: also measured in WT yeast gro inh; calls as there; inhibition, %; mitochondrial fusion phenotypic screen, mutant strain inhibition
* hit, by the source's call; i = inactive; ? = inconclusive; . = not tested or not shown; [ ] = dose if it differs, or a comment.

Values run as follows: WT yeast gro inh, WT yeast gro inh mutant strain, Yfh1-depleted yeast, RSV CPE inhibition, K1F lysis inhibition, SV40 large T antigen, NS5 inhibitors, West Nile antiviral, ER stress rescue, XIAP antagonists
#1 O=C(COc1cc2oc(=O)c3c(c2cc1Cl)CCC3)NCC1CCC(C(=O)O)CC1 (stereo not drawn)
  ., ., ., 1.5%, 0.1%, 13.1%, -3.5%, -0.4%, ., .
#2 CCN(CC)C1CCS(=O)(=O)C1 (stereo not drawn)
  21.7, 0.8, i, 0.4%, 0.1%, -2.3%, -11.1%, -0.8%, -1.1%, -11.2%
#3 Cc1ccc(NC(=S)N(CCN(C)C)Cc2cccs2)c(C)c1
  12.3, 16.5, i, -1.3%, 0.2%, 16.8%, -5.3%, -0.6%, -1.4%, -4.7%
#4 O=C(O)c1ccc(COc2ccc3ccccc3c2/C=C2/NC(=O)N(c3ccccc3)C2=O)cc1
  6.5, -14.7, i, 7.5%, -0.1%, 1.1%, 9.8%, 0.6%, -3.0%, -6.7%
#5 Cc1ccc(C)c(Oc2cc(NN3CCCCC3)c([N+](=O)[O-])cc2[N+](=O)[O-])c1
  ., ., ., -0.9%, 1.0%, 4.6%, -0.8%, -0.6%, ., .
#6 COc1ccc(N2C(=O)CN=C2Nc2cccc(C)c2C)cc1OC
  19.7, 12.4, i, -1.4%, 2.5%, -10.3%, 1.6%, 0.2%, 0.3%, -6.5%
#7 CCN(C(=O)CSc1nncn1-c1ccccc1)C1CCS(=O)(=O)C1 (stereo not drawn)
  ., ., ., -0.8%, 1.5%[50 µM], 9.9%, 4.3%, ., ., .
#8 Cn1cnc(S(=O)(=O)N2CCN(c3ccccc3)CC2)c1
  ., ., ., 0.4%, 2.5%, 10.7%, -3.7%, -0.1%, ., .
#9 Cc1cc(/C=N/n2cnnc2)c(C)n1-c1cc(Cl)ccc1Cl
  41.2, 27.0, i, 15.5%, 4.8%, 12.8%, -1.4%, -0.1%, -0.9%, 1.1%
#10 Cn1cnc([N+](=O)[O-])c1Nc1cccc(O)c1
  -0.3, -7.0, i, 3.8%, 0.2%, 7.6%, -7.6%, 0.1%, -2.5%, -19.7%
#11 CS(=O)(=O)N(CC(=O)Nc1ccccc1C(=O)NCc1ccccc1)c1ccc2c(c1)OCCO2
  -2.2, -10.0, i, -1.4%, 6.1%, 3.3%, -4.0%, -0.4%, -0.3%, -5.6%
#12 Cc1ccc(NC(=O)c2ccc(F)cc2)cc1S(=O)(=O)N1CCCCCC1
  18.3, -5.7, i, 1.7%, -0.1%, 7.2%, -4.4%, -2.0%, 0.0%, -6.3%
#13 COc1ccc(-c2nc(C)ncc2-c2ccc(Cl)cc2)c(O)c1
  ., ., ., 0.4%, -0.2%, 2.1%, -5.9%, -1.7%, ., .
#14 O=C(Nc1ccc(N2CCOCC2)c(Cl)c1)c1cc(F)c(F)cc1Cl
  14.7, 3.5, i, ?, -0.1%, 5.9%, -5.3%, -0.2%, 1.5%, -5.0%
#15 C=CCn1c(O)c2ccc(C(=O)N=NC(=O)COc3ccc(OC)cc3)cc2c1O
  ., ., ., 0.2%, 0.0%, 31.3%, -6.8%, 0.0%, ., .
#16 CCOC(=O)c1[nH]c2cc(OC)c(OC)cc2c1NC(=O)CN1CCN(c2ccc(OC)cc2)C(C)C1 (stereo not drawn)
  4.7, -21.8, i, -0.3%, ., 14.2%, ., 1.1%, 2.2%, -6.0%
#17 Cc1cccc(C)c1NC(=O)N1CC=C(n2c(=O)[nH]c3ccccc32)CC1
  -11.4, 13.9, i, 5.4%, -0.5%, 9.2%, 5.0%, -0.1%, -0.8%, -3.6%
#18 CCc1nnc(NS(=O)(=O)c2ccc(N=Cc3c(C)[nH]n(-c4ccc(C)c(C)c4)c3=O)cc2)s1
  63.3*, 57.9*, i, -0.3%, -0.1%, 11.4%, 11.0%, -0.9%, -4.9%, -8.7%
#19 N#Cc1c(-c2ccco2)nc(SCC(=O)Nc2ccc(S(N)(=O)=O)cc2)[nH]c1=O
  12.9, 13.0, ., 0.8%, ., 7.9%, ., ., -0.6%, -5.6%
#20 NC(=O)N/N=C/c1cn(-c2ccccc2)nc1-c1cccs1
  18.4, 32.1, i, 5.9%, 0.1%, 11.2%, 1.5%, -1.1%, -3.3%, -1.5%
#21 C=CCn1c(=O)c2c3c(sc2n2c(Nc4ccccc4)nnc12)CCCC3
  21.6, -8.7, i, 13.3%, -0.2%, -0.2%, -8.0%, -0.1%, 3.0%, -4.4%
#22 CC1CN(c2oc(-c3ccco3)nc2C#N)CC(C)O1 (stereo not drawn)
  2.3, -8.8, i, 0.2%, 0.1%, 6.6%, 7.0%, 0.0%, -2.2%, -3.2%
#23 O=C(NCC(=O)N1CCCC(C(F)(F)F)C1)c1ccc(Br)o1 (stereo not drawn)
  ., ., ., -0.5%, 1.8%[50 µM], 13.8%, -2.9%, ., ., .
#24 Cc1nccn1CCCN1C(=O)CNC1=S
  -8.6, -1.5, ?, 1.5%, 11.4%, 4.8%, -4.5%, 0.1%, 2.6%, -2.2%
#25 Cc1ccc(-c2nnc(-c3ccc4c(c3)OCO4)o2)cc1
  -12.3, 2.1, i, 0.2%, 0.1%, 28.1%, -13.4%, -0.2%, -2.9%, -5.7%
#26 O=C(CSc1nc2c(c(=O)n1-c1ccc(Cl)cc1)SCC2)NCc1ccco1
  4.5, -6.2, ., 3.6%, 0.7%, 7.0%, -6.5%, ., 3.7%, -4.9%
#27 CCOC(=O)c1cn(CC)c2ccc(S(=O)(=O)N3CCC(C)CC3)cc2c1=O
  14.1, 13.7, i, 0.8%, -1.1%, 12.4%, -4.0%, 0.1%, -1.1%, 2.3%
#28 O=C(N/N=C/c1cc([N+](=O)[O-])ccc1O)c1cccc(N2CCCC2=O)c1
  ., ., ., 1.9%, 1.8%[50 µM], 18.4%, -11.7%, -0.4%, ., .
#29 CCOC(=O)CNC(=O)Cn1cnc2c(nnn2-c2cccc(OC)c2)c1=O
  ., ., ., 2.2%, -0.6%[50 µM], 5.0%, -9.2%, 0.2%, ., .
#30 O=C(NCc1ccc(Cl)cc1)C(=O)NCC1OCCN1S(=O)(=O)c1ccc2c(c1)OCCO2 (stereo not drawn)
  13.8, -0.6, i, 2.2%, -0.3%, 17.8%, -6.2%, -0.5%, 1.5%, -2.2%
#31 CCOC(=O)c1cccc(-n2c(C)cc(C=O)c2C)c1
  -9.2, -0.8, i, 0.1%, 6.4%, 21.2%, 1.4%, -0.5%, 0.9%, -5.4%
#32 Cc1ccc(OCCC(=O)OCC(=O)Nc2cc(C)cc(C)c2)cc1
  ., ., ., 1.3%, 1.1%[50 µM], 5.7%, 2.6%, -0.9%, ., .
#33 COCc1cc(C)nc(SC)c1C#N
  4.6, -4.9, i, -1.4%, ., ., ., 0.5%, -0.7%, -1.2%
#34 OCc1nnc2c3ccccc3c(-c3ccccc3)nn12
  4.1, -1.7, i, -0.5%, 0.2%, 1.8%, 0.7%, -0.2%, 1.0%, -5.7%
#35 Cc1cc(NC(=O)COC(=O)Cn2c(C)csc2=O)ccc1Br
  ., ., ., 2.1%, -0.3%, 7.2%, -7.1%, 0.2%, ., .
#36 O=C1/C(=C/c2cccnc2)CC/C1=C\c1cccnc1
  2.6, 12.4, i, 48.5%, -2.0%[50 µM], 21.0%, -16.7%, -0.5%, -1.6%, -6.5%
#37 CCOc1ccc(NC(=S)NC(=O)/C=C/c2ccc(C)cc2)c([N+](=O)[O-])c1
  9.8, -7.2, ., 3.4%, 1.0%[50 µM], 24.6%, -4.9%, ., -1.2%, -2.8%
#38 CSc1nc(N2CCN(c3ccccc3)CC2)cc(N2CCN(c3ccccc3)CC2)n1
  1.8, 0.1, ., 7.1%, 1.3%, 10.5%, -4.2%, ., -1.5%, -4.2%
#39 Cc1cc(=O)oc2cc(OCC(=O)NCCCN3CCCC3=O)ccc12
  ., ., ., -0.5%, 2.0%, ., 0.9%, -0.3%, ., .
#40 CCS(=O)(=O)Nc1ccc(C2=NN(S(=O)(=O)CC)C(c3cccs3)C2)cc1 (stereo not drawn)
  ., ., ., 2.5%, 0.3%, 11.4%, -16.8%, -0.5%, ., .
#41 Cc1ccsc1/C=N/n1c(-c2ccco2)n[nH]c1=S
  33.3, 16.1, i, 0.0%, 0.1%, 27.1%, -3.9%, -0.1%, -2.3%, -4.5%
#42 Cc1cccc(-c2nc3c(c(SCC(=O)N4CCOCC4)n2)Cc2c(CO)cnc(C)c2O3)c1
  ., ., ., 5.8%, -0.2%, 19.2%, -3.6%, 0.9%, ., .
#43 CC1=C(C(=O)OCc2ccccc2)C(c2ccc(C#N)cc2)NC(=O)N1CCCC(=O)O (stereo not drawn)
  -9.1, -2.6, i, 0.7%, -0.5%, 10.5%, -4.8%, 0.3%, -3.2%, -4.6%
#44 CCc1ccc(CNC(=O)C2CCN(c3nnc(C)c4c(C)n(-c5ccc(C)cc5)nc34)CC2)cc1
  ., ., ., 2.6%, 0.1%, -3.6%, -17.1%, -1.0%, ., .
#45 N#CC1=C(N)Oc2n[nH]c(-c3cccs3)c2C1c1ccco1 (stereo not drawn)
  1.7, 3.7, i, 3.5%, -0.4%, 26.9%, 8.3%, 0.2%, ., -8.3%
#46 Cc1cccc2nc(CSc3nncn3-c3ccccc3)cn12
  28.5, -27.1, i, 2.4%, 1.1%, 9.1%, 1.1%, -0.3%, 3.2%, -0.9%
#47 Cc1cccc(NC(=O)CSCC(=O)N2CCCc3ccccc32)c1
  ., ., ., -1.3%, 0.6%[50 µM], 10.0%, -11.8%, ., ., .
#48 Cc1ccc(C)c(N(CC(=O)NCc2ccco2)C(=O)CNS(=O)(=O)c2ccc(F)cc2)c1
  ., ., ., 2.8%, -0.1%, 13.2%, -4.0%, 2.8%, ., .
#49 CC(=O)N/N=C(\C)c1ccc(Br)cc1Br
  13.2, 10.1, i, -2.6%, 0.2%, 4.4%, -16.2%, -0.7%, 0.0%, -0.3%
#50 Cc1cccc2nc(CSc3ccccc3C(=O)O)cn12
  0.8, -1.2, i, 0.3%, 0.0%, 2.5%, -1.8%, 0.1%, -2.9%, -7.5%
#51 Cn1cc(Br)c(C(=O)NC(=S)Nc2ccc(S(N)(=O)=O)cc2)n1
  17.7, -1.5, i, 14.3%, -0.5%, 8.9%, 3.7%, 0.7%, -0.8%, -9.9%
#52 CCOC(=O)c1c(-c2ccc(C)o2)csc1NC(=S)NC(=O)c1cccs1
  19.9, -4.1, i, ?, 3.2%, 23.1%, -8.0%, -0.1%, -3.1%, -8.2%
#53 NC(=O)CC(NC(=O)Cc1ccc(Br)cc1)c1ccc(NC2CCN(Cc3ccccc3)CC2)c([N+](=O)[O-])c1 (stereo not drawn)
  ., ., ., 1.4%, 6.0%, 1.3%, 1.2%, -1.1%, ., .
#54 CCN(CC)CCN1C(=O)c2ccccc2NC1c1ccccc1F (stereo not drawn)
  0.2, 9.9, i, -0.1%, 4.8%, -6.6%, -4.0%, 0.1%, -1.5%, -3.3%
